# TWEAK Fn14 block: blocks TWEAK-Fn14 interaction in a reporter cell assay. TWEAK-stimulated Fn14 reporter cells, luciferase luminescence, 8 h. inhibition, % at 10 µM. 2% of 360,000 active; in the data active means inhibition above about 50%
# NCOA2 inhibitor: inhibits human steroid receptor coactivator 2. AID 651957. inhibition, % at 9 µM. Q15596. 0.17% of 370,000 active. HEK293 GAL4-SRC2 luciferase reporter, luminescence;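 active means inhibition above the mean inhibition of all tested compounds plus 3 SD, set per campaign, cut at about 52% in these data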;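 further: 0% = DMSO treated cells and 100% = cells given Gossypol at 36 µM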
# TROY NFkB inh: TROY signaling inhibition; Q293 LMP1-TROYcd NF-kB luciferase reporter, 4 h; 0.98% of 360,000 active; inhibition, % at 10 µM;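 active means compounds whose plate-normalised and pattern-corrected inhibition of the luciferase reporter signal at the single screening dose is 50% or more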
# NCOA3 inh: human NCOA3 inhibition. HEK293 GAL4-SRC3 luciferase reporter, luminescence. inhibition, % at 3.6 µM. 0.17% of 360,000 active;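 active means inhibition above a per-campaign cutoff, the mean of all compounds plus 3 SD, cut at about 60% in these data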;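 further: 0% = DMSO-treated cells and 100% = gossypol-treated cells at 36 µM; higher means less SRC3-driven luciferase light from the GAL4 reporter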
# ABHD5 PLIN5 PPI: blocks binding of human ABHD5 to perilipin-5. Q00G26+Q8WTS1. Split G. princeps luciferase complementation, luminescence, 4 h. inhibition, % at 4 µM. 0.78% of 360,000 active. AID 602281;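 active means inhibition above the mean inhibition across every tested compound plus 3 SD, cut at about 22% in these data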;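 further: 0% = DMSO only wells and the 100% control is not disclosed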
# NR5A2 inv ag: NR5A2 inverse agonism in reporter assay; inhibition, % at 3.6 µM; O00482; HEK293T StAR-luciferase reporter, LRH-1 transfected, 24 h; 0.13% of 360,000 active;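 active means inhibition above the mean inhibition of all tested compounds plus 3 SD, cut at about 73% in these data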;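 further: 0% = DMSO wells and 100% = reporter-only cells lacking LRH-1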
# Target sequence (O00482 whole entry, looked up): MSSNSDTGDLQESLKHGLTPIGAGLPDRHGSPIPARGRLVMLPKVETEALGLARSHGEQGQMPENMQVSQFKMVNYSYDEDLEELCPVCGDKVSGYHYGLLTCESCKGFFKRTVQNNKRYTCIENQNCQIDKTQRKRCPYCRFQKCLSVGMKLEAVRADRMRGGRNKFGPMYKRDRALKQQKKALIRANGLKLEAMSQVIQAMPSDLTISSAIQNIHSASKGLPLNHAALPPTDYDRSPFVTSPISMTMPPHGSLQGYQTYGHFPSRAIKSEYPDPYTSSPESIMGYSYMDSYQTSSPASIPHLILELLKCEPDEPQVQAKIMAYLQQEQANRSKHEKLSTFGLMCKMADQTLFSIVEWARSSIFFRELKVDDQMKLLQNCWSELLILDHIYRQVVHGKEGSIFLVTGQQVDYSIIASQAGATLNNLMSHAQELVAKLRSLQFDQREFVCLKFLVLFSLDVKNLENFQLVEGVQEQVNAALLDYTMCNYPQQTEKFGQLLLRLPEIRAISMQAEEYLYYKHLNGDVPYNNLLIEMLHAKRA
# NOD2 RIPK2 PPI: inhibitors of human NOD2-RIPK2 interaction. O43353. CHO BLA complementation NOD2-RIPK2, CCF4 ratio. inhibition, % at 4.98 µM. 0.38% of 360,000 active. AID 624267; in the data active means inhibition above about 21%;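 further: 0% = vehicle only and 100% = reference blocker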
# TLR9-MyD88 inh: blocks human TLR9 binding to MyD88; Q9NR96+Q99836; CHO BLA complementation TLR9-MyD88, CCF4 FRET ratio; inhibition, % at 4.98 µM; 0.21% of 340,000 active; AID 504734;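 active means inhibition above the mean over all tested compounds plus 3 SD, cut at about 21% in these data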;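 further: 0% = DMSO only wells and 100% = clavulanate BLA inhibitor control wells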
# COUP-TFII inh: inhibitors of human COUP-TFII (NR2F2); P24468; inhibition, % at 8.6 µM; AID 686940; HEK293T NGFI-A luciferase reporter, luminescence; 0.7% of 370,000 active;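 active means inhibition above a per-plate cutoff, mean inhibition of test wells between control levels plus 3 SD, cut at about 38% in these data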;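 further: cells cotransfected with COUP-TFII expression vector driving the NGFI-A reporter; 0% = median of COUP-TF2 test wells and 100% = reporter-only cells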
# Target sequence (P24468 whole entry, looked up): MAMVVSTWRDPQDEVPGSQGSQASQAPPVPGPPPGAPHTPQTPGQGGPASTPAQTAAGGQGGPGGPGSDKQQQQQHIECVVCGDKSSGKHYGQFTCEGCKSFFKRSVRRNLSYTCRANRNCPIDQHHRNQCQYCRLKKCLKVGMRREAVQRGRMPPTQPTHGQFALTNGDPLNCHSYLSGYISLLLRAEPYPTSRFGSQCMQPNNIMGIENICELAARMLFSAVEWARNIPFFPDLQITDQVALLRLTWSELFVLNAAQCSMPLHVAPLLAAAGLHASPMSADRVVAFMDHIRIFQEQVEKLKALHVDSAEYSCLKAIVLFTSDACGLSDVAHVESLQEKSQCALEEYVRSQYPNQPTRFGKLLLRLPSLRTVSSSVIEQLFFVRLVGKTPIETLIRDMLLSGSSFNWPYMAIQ
# Granule exo inh: blocks lytic granule exocytosis; TALL-104 LAMP-1 surface exposure, flow cytometry; cells stimulated with thapsigargin and PMA; inhibition, % at 10 µM; 0.66% of 360,000 active; AID 651702;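 active means inhibition above about 55%, limit read from the data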
# SRC1 inh: inhibitors of human steroid receptor coactivator 1 (SRC1). HEK293 GAL4-SRC1 luciferase reporter, luminescence. Q15788. inhibition, % at 3.6 µM. AID 588354. 0.12% of 360,000 active;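 active means inhibition above the campaign mean plus 3 SD, with each screening campaign given its own cutoff, cut at about 60% in these data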;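 further: 0% = DMSO treated cells and 100% = gossypol at 36 µM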
# Numbers without * were called inactive; · = no result given. This is a subset, so the mix of outcomes need not match the whole.
SMILES,TWEAK Fn14 block,NCOA2 inhibitor,TROY NFkB inh,NCOA3 inh,ABHD5 PLIN5 PPI,NR5A2 inv ag,NOD2 RIPK2 PPI,TLR9-MyD88 inh,COUP-TFII inh,Granule exo inh,SRC1 inh
COc1ccccc1-n1c(SCC(=O)Nc2cccc(S(N)(=O)=O)c2)nc2ccccc2c1=O,23,5,5,8,7,7,4,7,11,0,3
CCOc1ccc(C(=O)C[n+]2cccc3cc(C)ccc32)cc1,2,-11,3,7,0,18,-19,8,-1,2,10
Cc1oc2ncnc(N)c2c1C,21,3,-1,-4,-2,-8,8,5,3,4,-3
CCc1ccc(NC(=O)[C@H](C)NC(=O)C2CCN(C(=O)[C@@H](N)C(C)C)CC2)cc1,5,-3,4,-5,-4,10,-17,-12,0,0,18
CCCCOC(=O)C1=C(C)NC(=O)NC1c1ccc2c(c1)OCO2 (stereo not given),-36,1,7,-4,6,22,-2,4,8,-3,-11
CN(C)c1ccc(/C=C/CNC[C@H]2O[C@@H](n3ccc(N)nc3=O)[C@H](O)[C@@H]2O)cc1,24,-10,-21,-12,-4,-46,-7,-3,-3,0,-9
CCOCCCNS(=O)(=O)c1ccc(NC(=O)c2ccc(OC)c([N+](=O)[O-])c2)cc1,-69,0,-16,20,-1,35,-1,1,29,-4,-2
N#Cc1c(N)nc2c(c1-c1ccco1)CCCCC2,11,3,13,8,5,-40,-2,1,26,-4,6
Cc1ccc(SCC(=O)NN=C2CCN(C)CC2)cc1,2,-6,-5,-2,0,5,-5,-1,-10,-1,-54
O=C(CSC1=NCCS1)Nc1cccc2ccccc12,14,10,2,-1,-8,4,0,-1,-8,-2,12
FC(F)(F)c1ccccc1Cc1c(-c2cccc(Br)c2)nc2c3ccccc3ccn12,-32,-32,-41,-45,-5,-30,4,·,-12,-1,-24
Cc1ccc(-c2cc(-c3ccc(F)cc3)nc(N)c2C#N)o1,-15,0,-17,-9,13,-26,4,-5,-32,-1,0
CCOc1c2ccc(C(=O)NC3CCCc4ccccc43)cc2nn1CC (stereo not given),6,16,3,-9,-5,10,5,1,9,-3,0
O=C(CN(C(=O)c1ccc(Cl)cc1)N1C(=O)C2CCCCC2C1=O)c1ccc(Cl)cc1 (stereo not given),18,-13,3,16,-2,-10,-6,3,25,0,8
Cc1ccc2c(c1)CCCN2CC(=O)Nc1cccc(S(=O)(=O)N2CCCC2)c1,13,-19,2,-7,-4,23,2,4,2,0,-21
O=c1oc2cc(S(=O)(=O)NCCCO)ccc2c2ccc(S(=O)(=O)NCCCO)cc12,0,1,-1,7,-6,1,2,0,7,-9,-28
CCN1CCCC1CNC(=O)c1csc2c1CCCC2 (stereo not given),3,7,3,8,0,1,12,-8,-1,2,-5
COc1ccccc1NC(=O)c1c(N=Cc2cccc([N+](=O)[O-])c2)cnn1C,-65,-16,-14,-17,1,3,-2,·,3,62*,1
Cc1onc(-c2ccccc2)c1C(=O)Nc1ccc(Cl)c(S(=O)(=O)N2CCOCC2)c1,7,6,-10,8,-4,10,-5,-1,10,1,-23
N#Cc1cccc(C(=O)OCC(=O)c2ccc3c(c2)NC(=O)CO3)c1,3,13,19,17,-4,-9,10,-5,10,3,-4
CCc1noc(C)c1C(=O)OCC(=O)N1CCc2ccccc21,3,9,-29,9,2,-1,0,-2,-8,9,-18
CN(C)C(/C=C/Nc1cccc(Br)c1)=C(C#N)C#N,-25,6,-45,3,3,-1,-9,·,13,2,0
COC(=O)c1ccc(-c2nc(CN3CCC(C(=O)N4CCOCC4)CC3)c(C)o2)cc1,-14,·,-28,4,2,-1,-10,4,·,-1,-8
CCC(=O)N1CCc2cc(Br)cc(S(=O)(=O)NCCCN(CC)Cc3ccccc3)c21,17,-4,-12,14,7,-1,-2,3,7,26,3
CCOC(=O)C1CCN(C(=O)C2CC(=O)N(c3ccc4c(c3)OCCO4)C2)CC1 (stereo not given),17,-6,-6,11,3,16,-4,-1,4,11,-13

# Next part, starting with the last two of the part before.
SMILES,TWEAK Fn14 block,NCOA2 inhibitor,TROY NFkB inh,NCOA3 inh,ABHD5 PLIN5 PPI,NR5A2 inv ag,NOD2 RIPK2 PPI,TLR9-MyD88 inh,COUP-TFII inh,Granule exo inh,SRC1 inh
CCC(=O)N1CCc2cc(Br)cc(S(=O)(=O)NCCCN(CC)Cc3ccccc3)c21,17,-4,-12,14,7,-1,-2,3,7,26,3
CCOC(=O)C1CCN(C(=O)C2CC(=O)N(c3ccc4c(c3)OCCO4)C2)CC1 (stereo not given),17,-6,-6,11,3,16,-4,-1,4,11,-13
COc1ccc(C(=O)N2CCCCC2c2cc(C(=O)Nc3ccccc3)no2)cc1 (stereo not given),-8,-5,-1,-11,-2,10,-9,·,-10,-8,19
Cc1ccc(C(=O)OCC(=O)Nc2ccc3c(c2)OCO3)cc1S(=O)(=O)N1CCOCC1,-16,-10,9,5,-2,1,-8,-5,-8,-4,-10
O=C(c1cnc2ccccn2c1=O)N1CCCc2ccccc21,10,-6,17,-10,-5,20,1,-11,-2,-3,-5
COc1ccccc1NC(=O)CSc1nnc(Cc2cc(=O)[nH]c(=O)[nH]2)n1-c1ccccc1,-1,-2,-6,3,-2,12,1,-14,-2,2,1
CCOC(=O)N1CCN(C(=O)COc2ccc(S(=O)(=O)NC(C)C)cc2)CC1,-16,10,-3,-3,-3,5,-5,-2,-8,1,-35
O=c1[nH]c(=S)[nH]c2c1[C@H](CCc1cccc(Cl)c1)O[C@H](C1CCCC1)C2,2,10,20,·,-19,9,-14,·,12,7,·
COCCNC(=O)c1ccccc1NC(=O)c1ccccc1N(C)S(=O)(=O)c1ccccc1,8,13,-3,18,-2,-13,-6,-8,7,15,2
CCOC(=O)CC1C(=O)NCCN1S(=O)(=O)c1ccc(F)cc1 (stereo not given),4,7,-15,-8,0,-4,-12,-3,1,-1,5
Cc1ccnc(NC(=O)COc2ccc3oc4c(c3c2)CCCC4)c1,-3,-27,6,-45,4,-22,-4,-1,-16,-5,-35
O=C(NC(=S)NC1CCCC1)c1ccccc1,-16,-42,-58,-46,-6,-57,-6,1,-42,-2,-79
O=C(Nc1ccccc1)/C(=C/c1cccnc1)NC(=O)c1ccccc1,-14,4,8,-10,0,-18,0,2,-9,-4,0
COc1cc(Cl)c(C)cc1NC(=O)COc1cc(C)nc(C(C)C)n1,1,7,0,-7,10,-11,-6,0,-5,3,10
Cc1sc2ncnc(SCC(=O)N3CCCC(C(F)(F)F)C3)c2c1C (stereo not given),1,6,8,14,17,15,8,-6,2,2,-30
Cc1ccc(-n2c(SCC(=O)N(C)C3CCS(=O)(=O)C3)nc3ccccc3c2=O)c(C)c1 (stereo not given),18,-10,-21,-4,10,-15,-11,-3,-4,2,4
COc1ccc(CCNC(=O)c2sc3nc4n(c(=O)c3c2C)CCC4)cc1,-6,12,-15,17,9,-8,7,3,3,-7,7
COc1ccc(NC(=S)N2CCC(NC(=O)c3ccc(OC)cc3)CC2)cc1,14,-22,-3,10,-4,23,-6,3,-16,0,-4
CCOc1ccc(N2C(=O)CC(NCc3ccc(S(N)(=O)=O)cc3)C2=O)cc1 (stereo not given),-5,-23,-10,10,-1,-3,-14,3,6,-1,-11
CCC(c1nnnn1Cc1ccc2c(c1)OCO2)N1CCN(CC)CC1 (stereo not given),-2,-11,4,9,0,5,-1,-4,14,-3,-2
O=C(NCc1ccncc1)c1ccc(OCc2ccccc2)cc1,-1,-23,3,12,-1,34,-12,-2,27,0,-7
Cc1nn(Cc2ccc(Cl)cc2)c(C)c1NC(=O)Cn1nc([N+](=O)[O-])c(Cl)c1C,-13,-17,-15,12,-3,-12,-1,-4,-11,16,-1
CC(C)(C)c1ccc(S(=O)(=O)N2CCN(C3CCCC3)CC2)cc1,5,26,-8,1,-5,-14,-2,-9,21,1,10
Cc1nnc(SCC(=O)Nc2ccc(F)cc2F)n(N)c1=O,5,-20,-20,0,2,3,4,1,-13,4,-11
CSc1ccccc1C(=O)NCCOc1ccccc1C,-5,-15,-5,13,-3,6,6,4,9,0,-21
CSCCC(NS(=O)(=O)c1ccc(C)cc1)C(=O)N1CCN(C(c2ccccc2)c2ccccc2)CC1 (stereo not given),25,12,17,-1,1,15,-1,6,5,3,3
O=S(=O)(c1ccccc1)c1nc(-c2cccs2)oc1NCCCn1ccnc1,-9,-27,12,-7,-4,-4,2,-8,20,-1,-32
# (list continues)
SMILES,TWEAK Fn14 block,NCOA2 inhibitor,TROY NFkB inh,NCOA3 inh,ABHD5 PLIN5 PPI,NR5A2 inv ag,NOD2 RIPK2 PPI,TLR9-MyD88 inh,COUP-TFII inh,Granule exo inh,SRC1 inh
Cc1nc2sc(C(c3cccs3)N3CCN(Cc4ccccc4)CC3)c(O)n2n1 (stereo not given),-1,3,16,7,0,14,1,1,-2,0,8
CCOC(=O)c1ccccc1NC(=O)CSc1nc2ccccc2n1CC(=O)N1CCCC1,5,5,-23,0,7,-15,-3,-5,-4,-3,1
CN(c1ccccc1)S(=O)(=O)c1cccc(C(=O)Nc2nn[nH]n2)c1,3,19,-6,6,0,-3,-10,-4,14,-1,2
CN(C(=O)c1ccc(-c2ccccc2)cc1)C1CCCCC1,-52,-39,-45,-65,2,-155,-3,·,-26,6,-51
CCC(NC(=O)OC(C)(C)C)C(=O)Oc1ccc2c3c(c(=O)oc2c1)CCC3 (stereo not given),-16,3,16,16,-3,5,2,5,9,3,-6
Cc1ccc(C(=O)N/C(=C/c2ccccc2)C(=O)NCC2CCCO2)cc1 (stereo not given),0,7,10,4,5,14,-11,-7,12,0,9
CNc1nc(C(=O)O)nc(N2CCOCC2)n1,9,11,11,-8,4,-16,9,4,-6,20,4
N#Cc1ccccc1NC(=O)COC(=O)/C=C/c1ccc(S(=O)(=O)N2CCOCC2)cc1,-1,-19,13,-24,5,-11,-6,-3,-9,-1,-8
O=C1CC(C(=O)N2CCOCC2)C2(CCCCC2)O1 (stereo not given),19,-7,11,14,1,10,2,3,21,4,-4
O=C(NCC(O)c1ccc([N+](=O)[O-])cc1)c1cccc(S(=O)(=O)N2CCOCC2)c1 (stereo not given),4,17,-22,22,0,-2,1,-8,-1,2,0
CC(C)(C)C(=O)NC(n1cnc2c(N3CCOCC3)ncnc21)C(Cl)(Cl)Cl (stereo not given),2,-24,-27,16,0,-14,0,-2,3,-2,17
COc1cccc(-c2c(-c3cc(OC)cc(OC)c3)n(C)c3ccc(-c4ccc5cc[nH]c5c4)cc23)c1,-39,10,-16,-11,-6,-2,-3,5,5,7,4
CCN(CCNC(=O)Nc1ccc(Cl)cc1)c1ccccc1,-2,-11,-12,-4,-11,-2,19,-4,-17,-2,-7
O=C(COc1ccccc1F)Nc1nnc(C2CCCC2)s1,-28,8,-40,-44,-7,-7,5,4,-7,2,-41
CC1CCN(C(=O)c2ncn(Cc3ccccc3)c2C(=O)N2CCC(C)CC2)CC1,12,-61,-46,-7,0,9,-8,-4,-8,2,3
C=CCn1c(SCC(=O)NCCO)nc2sc(C)c(C)c2c1=O,-2,-6,-9,-2,0,5,12,-1,-8,-3,-9
CCn1c(CCl)nc2cc(S(=O)(=O)N3CCOCC3)ccc21,-4,22,-8,4,-2,4,-6,·,-5,0,12
COc1cc2ncnc(NCc3cc(F)ccc3F)c2cc1OC,-5,-3,12,2,-7,-7,0,-3,14,-3,4

# Bioassay records from PubChem.
